PfHsp40 yeast: rescue of PfHsp40-mediated yeast toxicity | growth rescue, % at 12.5 µM | S. cerevisiae expressing PfHsp40, growth rescue, ATP luminescence | 0.68% of 340,000 active | AID 504582; in the data active = growth rescue above about 28%, passing the limit was not always enough; inconclusive = no clear call, values can overlap the other calls;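 also: yeast W303a lacking pdr1 and pdr3 grown in galactose medium; growth measured after three days at 30 °C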
BoNT F protease: blocks Botulinum neurotoxin F light chain protease; AID 588497; Multiplex microsphere protease cleavage assay, flow cytometry; 0.22% of 360,000 active; inhibition, % at 10 µM; in the data active = inhibition above about 35%, passing the limit was not always enough; inconclusive = no clear call, values can overlap the other calls; also: plate controls were buffer without enzyme for full effect and enzyme alone for no effect
Mtb FBA inh: inhibits M. tuberculosis FBA enzyme; P9WQA3; purified M. tuberculosis FBA, fluorescence read-out; inhibition, % at 1 µM; 2.3% of 360,000 active; in the data active = inhibition above about 27%;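 also: 0% = vehicle and 100% = reference inhibitor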
GDH-TPI inh: GDH-TPI coupled enzyme inhibition counter-screen; GDH-TPI coupled enzyme counterscreen, NADH absorbance; inhibition, % at 4.8 µM; 1.2% of 360,000 active; in the data active = inhibition above about 30%;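 also: 0% = DMSO wells and 100% = wells lacking the enzyme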
Anthrax LF prot: anthrax lethal factor protease inhibition | P15917 | inhibition, % at 10 µM | multiplex microsphere protease cleavage assay, LF | 0.12% of 360,000 active; also: plate controls were buffer without enzyme for full effect and enzyme alone for no effect
Target sequence (P15917 whole entry, looked up): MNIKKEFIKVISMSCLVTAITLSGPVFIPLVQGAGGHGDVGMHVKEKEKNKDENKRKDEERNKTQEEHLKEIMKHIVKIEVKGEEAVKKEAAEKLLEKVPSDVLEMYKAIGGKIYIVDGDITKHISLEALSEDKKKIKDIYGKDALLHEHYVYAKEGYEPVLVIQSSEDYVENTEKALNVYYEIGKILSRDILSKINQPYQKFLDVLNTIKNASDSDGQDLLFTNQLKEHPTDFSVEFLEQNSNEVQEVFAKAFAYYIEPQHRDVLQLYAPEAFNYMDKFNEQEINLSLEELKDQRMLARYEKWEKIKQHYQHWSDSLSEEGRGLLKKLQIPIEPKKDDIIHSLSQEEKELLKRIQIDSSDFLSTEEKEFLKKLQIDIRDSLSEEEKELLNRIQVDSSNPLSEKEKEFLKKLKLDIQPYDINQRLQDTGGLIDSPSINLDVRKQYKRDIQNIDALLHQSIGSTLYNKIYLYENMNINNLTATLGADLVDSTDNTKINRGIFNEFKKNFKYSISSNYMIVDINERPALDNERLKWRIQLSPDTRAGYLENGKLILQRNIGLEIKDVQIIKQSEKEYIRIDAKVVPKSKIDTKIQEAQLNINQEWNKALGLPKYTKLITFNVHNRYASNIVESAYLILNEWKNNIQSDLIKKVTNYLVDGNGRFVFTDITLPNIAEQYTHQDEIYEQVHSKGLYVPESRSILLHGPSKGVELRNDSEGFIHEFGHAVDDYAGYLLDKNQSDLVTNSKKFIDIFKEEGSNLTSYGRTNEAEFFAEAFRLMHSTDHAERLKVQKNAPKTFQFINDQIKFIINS
FadD28 binding: inhibitors of Mycobacterium tuberculosis FadD28 bisubstrate binding; FadD28 bisubstrate probe binding, fluorescence polarization; inhibition, % at 12.5 µM; 0.22% of 360,000 active; in the data active = inhibition above about 8.5%, passing the limit was not always enough; inconclusive = no clear call, values can overlap the other calls
UGM FP inh: blocks M. tuberculosis UGM enzyme | AID 504406 | purified UGM, fluorescence polarization probe displacement | inhibition, % at 10 µM | 0.06% of 320,000 active | P9WIQ1; in the data active = inhibition above about 10%, passing the limit was not always enough; inconclusive = no clear call, values can overlap the other calls
Mtb BioA inh: inhibitors of Mycobacterium tuberculosis BioA enzyme. 0.096% of 360,000 active. purified M. tuberculosis BioA enzyme, plate reader. inhibition, % at 9.99 µM; in the data active = inhibition above about 40%; inconclusive = no clear call, values can overlap the other calls
BoNT-A LC inh2: BoNT A light chain protease inhibition. 0.17% of 360,000 active. multiplex microsphere protease substrate cleavage, flow cytometry. inhibition, % at 10 µM. AID 588499; also: plate controls were buffer without enzyme for full effect and enzyme alone for no effect
Active calls of the source: *; ? = inconclusive; nt = not tested or not shown. Rule as the data show it, unless noted: active = inhibition above about 30%; inconclusive = no clear call, values can overlap the other calls; inactive = below that. An unsorted share of the library; any-hit rate near 4.7%.

SMILES	PfHsp40 yeast	BoNT F protease	Mtb FBA inh	GDH-TPI inh	Anthrax LF prot	FadD28 binding	UGM FP inh	Mtb BioA inh	BoNT-A LC inh2
O=C(O)c1ccc2c(c1)C(=O)/C(=C/c1ccccc1)C2=O	1.3	-2	-10	3	-4	?	-1.3	-2.4	0.6
CCn1c(SCC(=O)Nc2ccc(NC(=O)c3ccco3)cc2)nnc1-c1cccs1	2.8	1	-1	2	0	-3.5	2.1	-0.8	0.4
Cc1c(C(=O)Nc2ccc3c(c2)OCO3)oc2ccccc12	3.4	-6	3	12	-1	-2.8	0.7	4.7	-2.2
C=Cc1ccc(N=Cc2c(O)ccc3ccccc23)cc1	0.3	-11	-2	4	-9	-1.4	1.7	-1.1	2.6
COc1ccc(C(N)c2csc(Nc3ccc(S(C)(=O)=O)cc3)n2)cc1 (stereo unspecified)	nt	-2	-1	4	-5	-2.5	nt	1.6	-0.1
O=C(NCc1ccccc1)C1CCN(S(=O)(=O)N2CCCCCC2)CC1	0.0	2	3	-1	1	1.8	-1.1	-1.4	-0.1
Cc1cc(C(=O)COC(=O)CNC(=O)c2ccco2)c(C)n1Cc1ccco1	-1.2	0	-2	4	-1	-3.9	-1.0	-1.0	0.0
COc1ccccc1CCC(=O)OCC(=O)Nc1cc(S(=O)(=O)N2CCOCC2)ccc1C	-0.9	16	-2	4	4	-0.7	-1.3	nt	1.3
COc1ccc(S(=O)(=O)N2CCC(C(N)=O)(N3CCCCC3)CC2)cc1	-0.7	-5	1	-6	-5	-0.2	-0.4	0.3	-0.6
CC(C)(CNC(=O)c1ccc(NS(=O)(=O)c2ccc(Br)cc2)cc1)N1CCOCC1	-0.9	1	1	2	-2	-0.5	-1.9	nt	0.5
COc1ccc(OC)c(S(=O)(=O)N2CCN(c3ccccn3)CC2)c1	3.5	0	4	7	-5	-1.9	0.8	-0.7	0.2
CCCCN(C(=O)CN1C(=O)C2CCCCC2C1=O)c1c(N)n(CCCC)c(=O)[nH]c1=O (stereo unspecified)	-0.3	2	1	-8	-2	0.3	-3.0	0.5	4.1
COc1ccc(N2C(=O)c3ccccc3NC23C(=O)N(C)c2ccccc23)cc1 (stereo unspecified)	4.3	-4	1	7	-2	0.7	-1.9	1.0	-4.5
Cc1ccccc1C(=O)NCC(=O)OCC(=O)NNC(=O)c1ccccc1F	nt	-2	2	11	1	0.7	nt	-3.0	-0.6
COc1c(O[C@@H]2O[C@H](CO)[C@@H](O)[C@H](O)[C@H]2O)cc2c(c1OC)-c1ccc(SC)c(=O)cc1C(NC(C)=O)CC2 (stereo partly specified)	-0.5	-4	2	30	-9	-3.1	nt	2.2	-0.3
Cn1nnnc1Sc1ncnc2scc(-c3ccccc3Br)c12	-0.7	0	1	-12	2	0.7	1.1	-0.6	-0.1
CCNC(=S)N(Cc1cccs1)Cc1cc2cc(OCC)ccc2[nH]c1=O	0.7	0	7	10	-3	-2.0	-4.3	1.0	0.7
C=C(Cl)COc1ccc2c(C)cc(=O)oc2c1	-0.2	-9	19	6	3	-1.1	1.4	0.7	-0.6
O=C1CC(C(=O)Nc2ccccc2)C2(CCCC2)O1 (stereo unspecified)	2.9	5	-6	0	-13	-1.3	2.0	-0.8	0.9
COC(=O)c1c(C)[nH]c(C(=O)/C=C/c2ccccc2)c1C	-0.4	-7	5	12	-2	-0.4	nt	nt	-1.2
COC(=O)c1cc(CNC(=O)c2ccc(S(=O)(=O)N(C)c3ccccc3)cc2)ccc1OC	1.1	5	1	0	-5	-2.0	nt	-4.4	0.7
Cc1c(C(=O)C(=O)N2CCC3(CC2)OCCO3)c2ccccc2n1C	1.6	-9	2	46*	4	-2.1	1.6	-0.8	-0.4
O=[N+]([O-])c1ccc(Oc2cccnc2)c([N+](=O)[O-])c1	-1.0	-6	-2	2	-4	-4.3	nt	nt	0.3
CCCCOC(=O)Nc1nc2ccccc2s1	-1.0	-8	0	2	0	-2.4	-2.2	nt	-0.2
COc1ccc(C(=O)Nc2nc(C)c(C)s2)cc1OC	-0.9	-2	-5	-4	0	-3.8	1.9	nt	0.1

Some of the entries so far, with two lines to a compound.
Order of results: PfHsp40 yeast, BoNT F protease, Mtb FBA inh, GDH-TPI inh, Anthrax LF prot, FadD28 binding, UGM FP inh, Mtb BioA inh, BoNT-A LC inh2
C=C(Cl)COc1ccc2c(C)cc(=O)oc2c1
→ -0.2, -9, 19, 6, 3, -1.1, 1.4, 0.7, -0.6
O=C1CC(C(=O)Nc2ccccc2)C2(CCCC2)O1 (stereo unspecified)
→ 2.9, 5, -6, 0, -13, -1.3, 2.0, -0.8, 0.9
COC(=O)c1c(C)[nH]c(C(=O)/C=C/c2ccccc2)c1C
→ -0.4, -7, 5, 12, -2, -0.4, nt, nt, -1.2
COC(=O)c1cc(CNC(=O)c2ccc(S(=O)(=O)N(C)c3ccccc3)cc2)ccc1OC
→ 1.1, 5, 1, 0, -5, -2.0, nt, -4.4, 0.7
Cc1c(C(=O)C(=O)N2CCC3(CC2)OCCO3)c2ccccc2n1C
→ 1.6, -9, 2, 46*, 4, -2.1, 1.6, -0.8, -0.4

Carrying on:
SMILES	PfHsp40 yeast	BoNT F protease	Mtb FBA inh	GDH-TPI inh	Anthrax LF prot	FadD28 binding	UGM FP inh	Mtb BioA inh	BoNT-A LC inh2
COc1ccccc1-c1noc(CCCC(=O)NC2CCCC2)n1	-0.3	7	3	2	5	-0.1	1.5	-0.5	1.9
CCOC(=O)/C(=C\c1ccccc1)C(=O)c1cc(C(C)=O)c(Nc2ccccc2)s1	0.8	-7	0	9	0	-4.1	1.7	-0.2	2.2
Cc1ccc(OP(N)(=O)Oc2ccc(C)cc2)cc1	-1.0	-2	0	-6	2	-4.7	nt	0.6	-0.4
Cc1ccc(-c2cnn3c(N4CCOCC4)cc(C)nc23)cc1	1.5	3	4	8	12	-1.2	1.5	0.6	-1.1
CCC(=O)Nc1cccc(NC(=S)NC(=O)c2cc3ccccc3o2)c1	0.3	0	-7	7	-3	-3.9	1.6	nt	0.3
COc1ccccc1N1CCN(CC(=O)NCc2ccc(Cl)cc2)CC1	-0.3	12	-2	4	-3	-0.8	2.9	1.3	-0.9
COc1ccc(C(=O)OC2C[C@H]3CC[C@@H](C2)N3O)cc1OC (stereo partly specified)	-0.6	-17	8	3	24	0.5	-0.6	-0.9	-1.1
COCCn1ccc2c(OCC(=O)NCc3ccc(C)cc3)cccc2c1=O	0.0	-5	1	4	6	-0.5	-1.1	1.1	2.7
CCc1ccccc1N(C(=O)c1snc(C(N)=O)c1N)C(C(=O)NCC1CCCO1)c1ccc(N(C)C)cc1 (stereo unspecified)	0.9	3	2	-8	-2	-1.2	nt	0.2	0.8
CN(CC(=O)Nc1ccccc1Cl)C1CCCCC1	-1.4	-8	2	5	-4	-1.3	3.6	6.2	-2.2
COc1ccc(CNc2nc3c(c(=O)n(Cc4ccc(Br)cc4)c(=O)n3C)n2C)cc1	0.0	-6	-1	-5	-5	-5.8	1.1	0.0	-1.9
CC(C)[C@H](NC(=O)C1CC(=O)N(c2ccc(F)cc2)C1)C(=O)N1CCCCC1 (stereo partly specified)	0.5	4	-2	-3	-2	-1.1	-1.6	-0.7	1.4
Cc1ccc(Cn2c(SCC(=O)NCC3CCCO3)nc3ccsc3c2=O)cc1 (stereo unspecified)	3.0	-5	-2	10	-4	-2.7	-0.9	nt	-0.4
Clc1ccc(-c2c[n+](Cc3ccc(Br)cc3)c3n2CCCCC3)cc1	0.0	-4	2	12	-3	-1.8	0.0	nt	-0.9
COc1ccccc1N1CCN(S(=O)(=O)c2ccccc2F)CC1	-0.2	-10	0	7	-8	-4.4	1.2	-0.1	-0.1
Cc1ccc2[nH]cc(C(=O)CN3CCN(c4ccccc4F)CC3)c2c1	-0.8	-1	-3	-1	-3	-5.0	-0.5	2.3	-0.7
O=C(Nc1c(-c2ccccc2)nc2ccccn12)c1ccccc1F	0.1	4	-1	-5	-1	-5.8	2.7	-0.1	-0.4
Cc1cc(C(=O)OCC(=O)NCCCN2CCCC2=O)c2ccccc2n1	-0.8	-10	2	8	6	0.2	-1.4	nt	-2.2
C=CCC1(/C=N/O)CCOC(C)(C)C1 (stereo unspecified)	1.2	8	1	-3	-2	0.8	1.4	nt	-0.2
Cn1ncc(N=Cc2ccccc2O)c1C(=O)Nc1ccccc1	-0.6	?	-2	3	3	-2.7	-0.1	-3.0	-0.1
CCc1nc2c(OCc3ccc(Cl)cc3)cccn2c1N(C)C(=O)c1ccncc1	nt	2	1	6	-3	-3.0	nt	1.8	-0.2
O=C(c1cc(S(=O)(=O)N2CCC3(CC2)OCCO3)ccc1F)N1CCC2(CC1)OCCO2	1.4	-2	1	5	-6	-0.9	-0.7	-2.5	-0.8
Cc1cc(N2C(=O)C(=O)/C(=C(/O)c3ccc(F)cc3)C2c2ccc(F)cc2)no1 (stereo unspecified)	2.4	6	1	24	1	-7.2	0.2	-3.2	1.1
N/C(=N\OC(=O)c1ccc(Cl)cc1)c1nonc1N	-1.4	-7	-2	-7	1	-6.4	0.4	-1.1	-0.4
Cc1ccc(CN2CCN(/N=C/c3ccc(N(C)C)cc3)CC2)cc1	0.4	0	-1	13	3	-4.3	2.1	-1.8	-0.7

Next part:
SMILES	PfHsp40 yeast	BoNT F protease	Mtb FBA inh	GDH-TPI inh	Anthrax LF prot	FadD28 binding	UGM FP inh	Mtb BioA inh	BoNT-A LC inh2
O=C1c2ccccc2CCC12N=NCC2c1ccc(Cl)cc1 (stereo unspecified)	10.0	-6	4	-7	8	-2.4	-0.2	-0.7	0.8
COc1ccccc1-n1c(SCC(=O)NC(C)(C)C)nc(O)c(Cc2ccccc2)c1=O	0.0	-2	2	1	2	-1.4	1.7	0.5	0.2
CC1(C)CC(OC(=O)c2ccco2)CC(C)(C)N1O	-0.4	-5	-1	3	2	-1.1	0.6	-0.6	-0.1
CCc1sc(C(=O)N(CCOC)c2c(N)n(Cc3ccccc3)c(=O)[nH]c2=O)cc1C	nt	-3	0	1	-1	-3.4	nt	-0.8	-0.7
O=C(c1coc2ccc(O)c(CN3CCOCC3)c12)C1CC1	0.5	-6	2	8	0	0.6	-1.4	0.0	-0.7
CCC(=O)N(Cc1cccs1)C1CCOC(C)(C)C1 (stereo unspecified)	-1.9	-2	0	0	-1	-3.4	1.8	0.8	0.3
CCc1cc2cc(C)ccc2nc1SCC(=O)NNC(=O)c1ccco1	-0.9	0	1	16	8	1.2	0.0	-1.8	0.3
COc1ccc(S(=O)(=O)N2CCC(C(=O)N3CCOCC3)CC2)cc1Cl	-0.4	-3	0	-8	-1	-4.9	0.7	2.9	-0.2
CC(=O)c1c(O)cc(C)n(-c2ccc(F)cc2)c1=O	1.9	0	1	5	0	-0.2	-0.2	nt	-0.3
Fc1ccc2c(c1)c1n[nH]c(=S)nc1n2CCc1ccccc1	-0.5	-6	-2	10	-8	-0.5	nt	nt	2.9
C#CCOCCOCCOCCNc1nc(N2CCN(C(=O)C([C@@H](C)O)n3cc([C@@H](N)CCCCN)nn3)CC2)nc(N2CCN(C(=O)[C@H](CCC(=O)O)n3cc([C@@H](N)CCCCN)nn3)CC2)n1 (stereo partly specified)	-1.1	-3	3	7	-6	-2.3	-1.0	-0.3	-0.7
O=C1NC(=O)C(Nc2ccccc2)C(=O)N1	-0.3	-5	4	11	-4	-0.7	nt	-2.5	0.1
CC1CN(CCOc2ccc(F)cc2)CC(C)O1 (stereo unspecified)	1.8	36*	1	0	2	-2.7	-2.5	-1.5	-0.4
NC(=O)c1ccc(NC(=O)COC(=O)CCN=C2NS(=O)(=O)c3ccccc32)cc1	1.9	15	1	12	8	-1.4	-7.6	-1.6	0.8
C#CCOCCOCCOCCNc1nc(N2CCOCC2)nc(N2CCN(C(=O)[C@H](CCCCN)n3cc([C@@H](N)CC(C)C)nn3)CC2)n1	-0.5	-9	-2	5	1	-0.9	-1.4	-0.5	-0.2
CCCCOc1ccc(CN2CCN(CC)CC2)cc1	1.1	1	4	-1	2	0.9	1.2	-2.7	-1.3
COc1ccc(S(=O)(=O)N2CCCC2CNC(=O)C(=O)NC2CCCC2)cc1 (stereo unspecified)	nt	0	-3	0	-3	-0.9	nt	0.2	-0.7
CC(C)c1nnc(NC(=O)CCC(=O)N2CCN(Cc3ccc(F)cc3)CC2)s1	-0.5	-5	0	2	0	-0.5	-1.8	2.6	0.7
O=C1c2ccccc2-c2cc3ccccc3cc21	-2.5	12	-1	7	9	0.3	nt	nt	8.3

Screens (PubChem BioAssay)
